KRASV12 cytotoxicity: cytotoxicity in KRAS-transformed pancreatic duct cells, primary screen, cell-based, fluorescence, HTS (AID 431). HPDE-C7K KRASV12 cells, Alamar Blue viability, 48 h; higher % means a stronger effect. cytotoxicity, % at 10 µM, or EC50 in µM where a hit was titrated. 1.7% of 63,000 active;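 active = compounds whose percent cytotoxicity in the single-dose primary screen, scaled between solvent and toxic-drug controls, exceeds 50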;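 also: 0% = DMSO solvent wells and 100% = doxorubicin-treated wells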
Alkaline phosphatase: human TNAP enzyme inhibitors, biochemical, luminescent (AID 518); Alkaline phosphatase, tissue-nonspecific isozyme (Homo sapiens); inhibition, % at 20 µM, or IC50 in µM where a hit was titrated; purified TNAP enzyme, luminescent substrate readout; higher % means a stronger effect; 0.09% of 64,000 active; in the data active = a potency from the dose series; inactive = the rest, 99 in 100 with inhibition below about 22%;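 also: plate controls were vehicle for no effect and reference inhibitor for full effect; many of its hits are not listed in these tables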
LYP phosphatase: LYP phosphatase inhibitors, primary screen, biochemical, DiFMUP fluorescence, recombinant catalytic domain, 10 µM (AID 606). Tyrosine-protein phosphatase non-receptor type 22 (Homo sapiens). recombinant LYP catalytic domain, DiFMUP fluorescence; higher % means a stronger effect. inhibition, % at 10 µM; hits with a dose series show IC50 in µM. 52,000 tested, under 10 active;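 active = IC50 under 40 µM in the dose-response test; inactive = IC50 of 40 µM or more, or never dose-tested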
HT1080 viability: cytotoxicity in HT1080 fibrosarcoma cells, cell-based, fluorescence readout (AID 620); cytotoxicity, % at 10 µM; hits with a dose series show EC50 in µM; 0.42% of 87,000 active; HT1080 viability, fluorescence; higher % means a stronger effect;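 also: cells exposed to compound overnight then 4 h with Alamar Blue; 0% = vehicle DMSO and 100% = killing control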
PMK inhibit: S. pneumoniae PMK inhibitors, primary screen, biochemical, mevalonate pathway, pilot trial included. purified PMK, PK/LDH-coupled NADH absorbance 340 nm. inhibition, % at 10 µM. 0.49% of 65,000 active. AID 539, 2006;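 active = top-ranked compounds by inhibition in the single 10 µM screen, taking a fixed number of the strongest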;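 also: 0% = full reaction with DMSO carrier and 100% = background rate without enzyme reaction; no value below 0 was filed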
Bfl-1 displacement: Bfl-1 inhibitors, primary screen, biochemical, fluorescence polarization, FITC-Bid, mouse (AID 432) | one-dose displacement, % at 20 µM; IC50 in µM for titrated hits | Bcl-2-related protein A1 (Mus musculus) | FITC-Bid BH3 peptide fluorescence polarization displacement; higher % means a stronger effect | 0.02% of 64,000 active; in the data active = a potency from the dose series; inactive = the rest, 99 in 100 with displacement below about 15%; also: strong numbers were not always called active
HPDE-C7 viability: cytotoxicity in HPDE-C7 cells, cell-based, fluorescence, HTS (AID 430); HPDE-C7 pancreatic duct cells viability, fluorescence; higher % means a stronger effect; cytotoxicity, % at 10 µM, or EC50 in µM where a hit was titrated; 1.8% of 63,000 active;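 also: cells exposed to compound for 48 hours before viability readout; 0% = vehicle and 100% = reference cytotoxic drug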
Spn DPM-DC inh: S. pneumoniae DPM-DC inhibitors, primary screen, biochemical, PK/LDH-coupled NADH fluorescence; diphosphomevalonate decarboxylase (Streptococcus pneumoniae D39); purified DPM-DC; calls only at 10 µM; 0.49% of 65,000 active; AID 556, 2006;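 active = the 320 compounds with the highest percent inhibition in the single-dose primary screen, excluding strongly autofluorescent ones, cut at about 32% in these data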;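 also: kinetic rate of NADH fluorescence loss reporting ADP formed by the decarboxylase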
MK inhibit: S. pneumoniae MK inhibitors, primary screen, biochemical, PK/LDH-coupled NADH absorbance; mevalonate kinase [Streptococcus pneumoniae D39]; purified MK, PK/LDH-coupled NADH absorbance 340 nm; inhibition, % at 10 µM; 0.48% of 65,000 active; AID 555, 2006;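 active = ranked among the strongest by inhibition in the single 10 µM screen, a fixed top-ranked set picked for dose follow-up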; also: no value below 0 was filed
PMK inhibit pilot replicates: further read-out of PMK inhibit, marked with its call; inhibition, %; measured here: pilot screen replicates
MK inhibit pilot replicates: also measured in MK inhibit; calls as there; inhibition, %; measured here: pilot screen replicates
Spn DPM-DC inh pilot screen %: recorded beside Spn DPM-DC inh, whose call it bears; inhibition, %; measured here: pilot screen trials
* hit, by the source's call; i = inactive; . = no result given. Rule as the data show it, unless noted: active = cytotoxicity above about 50%; inactive = the rest.

SMILES | KRASV12 cytotoxicity | Alkaline phosphatase | LYP phosphatase | HT1080 viability | PMK inhibit | Bfl-1 displacement | HPDE-C7 viability | Spn DPM-DC inh | MK inhibit | others
O=C1c2ccccc2C(O)N1Cc1ccco1 (stereo not drawn) | -9% | 4% | 9% | 3% | 10 | -10% | -6% | i | 8
Cc1cccc(NC(=O)C2CCN(S(=O)(=O)c3c(C)nn(C)c3C)CC2)n1 | -5% | 2% | 4% | -8% | 0 | -9% | 2% | i | 1
CCN1CCN(S(=O)(=O)c2cc(OCC(=O)NC3CCCCC3)c(C)cc2Cl)CC1 | -16% | 9% | 2% | 22% | 14 | 1% | -18% | i | 8
CCc1cccc(C)c1NC(=O)CSc1nnc(-c2ccco2)n1N | -4% | -12% | -10% | -4% | 9 | 1% | 5% | i | 8
COc1ccc(N2CC(C)Cn3c2nc2c3c(=O)n(CCc3ccccc3)c(=O)n2C)cc1 (stereo not drawn) | -7% | 14% | 8% | 3% | 5 | -7% | -6% | i | 6
CC1(C)C2CCC1(C)C(OC(=O)CCn1ccnc1)C2 (stereo not drawn) | -19% | 5% | -5% | -15% | 0 | -2% | -16% | i | 11
Cc1occc1C(=O)Nc1ccc2ccccc2c1 | -13% | 11% | 6% | 0% | 0 | -4% | -16% | i | 8
Cc1cc(C)c(C#N)c(N2CCSCC2)n1 | . | 14% | . | -5% | 11 | 3% | . | i | 10
COc1ccc(CCN2C(=O)c3[nH]nc(-c4ccccc4O)c3C2c2cccc(O)c2)cc1OC (stereo not drawn) | 63%* | -28% | 5% | 6% | 8 | -1% | 66%* | i | 2
N#CCSc1nnc(-c2cccnc2)n1-c1ccccc1 | -12% | 0% | . | 23% | 23 | 1% | -15% | i | 0
Cc1sc2ncnc(SCC(=O)N3CCCC3=O)c2c1C | -8% | 4% | . | 5% | 0 | 0% | -12% | i | 1
CCOC(=O)Cn1c(=O)n(C2CCCC2)c(=O)c2ccccc21 | -5% | 6% | 1% | 11% | 17 | -5% | -12% | i | 0
COc1ccc(CNc2oc(COc3ccccc3)nc2C#N)cc1 | -2% | 10% | 4% | -5% | 16 | -4% | 0% | i | 5
Cc1ccc(CNc2nc3ccccc3n3nnnc23)cc1 | -10% | 6% | . | 8% | 9 | 3% | -14% | i | 0
COc1ccc(-n2nc3ccc(NS(C)(=O)=O)cc3n2)cc1Cl | 7% | 12% | 1% | -12% | 1 | 1% | 4% | . | 8
COc1ccc(-n2c(=O)c3c4c(sc3n(CC(=O)NCc3ccco3)c2=O)CCC4)c(OC)c1 | 5% | 1% | . | . | 3 | -4% | -8% | i | 63*
O=C(Nc1cccnc1)c1ccc(CN2CCc3ccccc3C2)cc1 | 0% | 16% | 8% | 8% | 0 | 5% | 7% | i | 11
CC1CCC(NC(=O)Cn2ncc3ccccc32)CC1 (stereo not drawn) | 4% | 21% | 8% | 4% | 9 | -5% | 0% | i | 9 | PMK inhibit pilot replicates=0.5;MK inhibit pilot replicates=0.0;Spn DPM-DC inh pilot screen %=2.0
O=c1cc(N2CCOCC2)[nH]c(=O)n1Cc1ccc(F)cc1 | 4% | 8% | 9% | -12% | 5 | -1% | 0% | i | 4
CCCOc1cccc(-c2nnc(N)s2)c1 | -1% | 16% | 4% | -1% | 0 | -4% | -5% | i | 4 | PMK inhibit pilot replicates=5.0;MK inhibit pilot replicates=1.0;Spn DPM-DC inh pilot screen %=0.0
Nc1nnnn1/N=C/c1cccc(Oc2ccccc2)c1 | -7% | 3% | . | -16% | 7 | -6% | -10% | i | 0
CCOC(=O)CN1C(=O)NC(C)(c2ccc(OC(F)F)cc2)C1=O (stereo not drawn) | -5% | 11% | 14% | 0% | 15 | -5% | -3% | i | 4
O=S(=O)(NCc1ccccc1Br)c1cccs1 | -5% | 16% | . | 8% | 1 | -4% | 0% | i | 7
COCCNC(=O)c1ccc(Cn2c(=S)[nH]c3cc4c(cc3c2=O)OCO4)cc1 | -7% | 9% | -3% | 0% | 18 | -3% | -2% | i | 2
C=CCn1c(C)cc(C(=O)CSc2nnc(Cc3ccccc3)o2)c1C | -7% | 10% | . | -1% | 1 | 1% | -21% | i | 2
CCN1CCN(c2nc3ccccc3nc2C(C#N)C(=O)OC2CCCCC2)CC1 (stereo not drawn) | . | 6% | 10% | 5% | 7 | -1% | . | i | 9
CS(=O)(=O)N1CCCC(C(=O)NCc2ccccn2)C1 (stereo not drawn) | 2% | 10% | 6% | -3% | 29* | 2% | 7% | i | 0
COCCn1cnnc1SCC(=O)Nc1ccccc1C(=O)Nc1ccc2c(c1)OCO2 | -5% | 14% | . | -5% | 15 | -3% | 3% | i | 1
COc1cccc2c1N1C(=O)c3c(C(=O)O)cccc3C1CC2(C)C (stereo not drawn) | -4% | 6% | 12% | -2% | 7 | 1% | 1% | i | 2
CCOC(=O)C(C)Sc1nnc(Cn2c(=O)sc3ccccc32)n1-c1ccccc1 (stereo not drawn) | 19% | 16% | 6% | 1% | 0 | 2% | 18% | i | 2
CCCCCOC(=O)Nc1nnc(CCC)s1 | 6% | 6% | . | 5% | 0 | 0% | 14% | i | 12
COc1cccc(-n2c(SCC(=O)N3CCOCC3)nc3c([nH]c4ccccc43)c2=O)c1 | . | . | . | 2% | 0 | . | . | i | 4
CCCc1[nH]nc2c1C(c1ccc(OC)c(Cn3nnc4ccccc43)c1)C(C#N)=C(N)O2 (stereo not drawn) | 22% | -10% | -1% | -3% | 10 | -2% | 25% | i | 51*
Cc1nc2cc(C(F)(F)F)ccc2n1C1CCN(CC(=O)N2CCOCC2)CC1 | -15% | 10% | 6% | -6% | 16 | 5% | 1% | i | 11
Brc1ccc(-c2nnc3ccc(N4CCN(c5ccccc5)CC4)nn23)cc1 | -6% | 7% | 20% | 0% | 0 | 8.9µM* | -8% | i | 0
CCCOC(=O)c1sc2nc3c(cc2c1N)C(=O)CCC3 | -4% | 14% | 8% | 11% | 10 | 1% | 6% | i | 7

Molecules from the list above with fluorine, in the order listed:
SMILES | KRASV12 cytotoxicity | Alkaline phosphatase | LYP phosphatase | HT1080 viability | PMK inhibit | Bfl-1 displacement | HPDE-C7 viability | Spn DPM-DC inh | MK inhibit | others
O=c1cc(N2CCOCC2)[nH]c(=O)n1Cc1ccc(F)cc1 | 4% | 8% | 9% | -12% | 5 | -1% | 0% | i | 4
CCOC(=O)CN1C(=O)NC(C)(c2ccc(OC(F)F)cc2)C1=O (stereo not drawn) | -5% | 11% | 14% | 0% | 15 | -5% | -3% | i | 4
Cc1nc2cc(C(F)(F)F)ccc2n1C1CCN(CC(=O)N2CCOCC2)CC1 | -15% | 10% | 6% | -6% | 16 | 5% | 1% | i | 11

(listing goes on)
SMILES | KRASV12 cytotoxicity | Alkaline phosphatase | LYP phosphatase | HT1080 viability | PMK inhibit | Bfl-1 displacement | HPDE-C7 viability | Spn DPM-DC inh | MK inhibit | others
COc1cccc(C(=O)Nc2cccc(OC(C)=O)c2)c1 | 10% | 12% | -21% | 7% | 7 | -4% | 2% | i | 9
Cc1[nH]c(=O)[nH]c(=O)c1S(=O)(=O)Nc1ccc(Oc2ccccc2)cc1 | 15% | 16% | . | 0% | 15 | 4% | 10% | i | 0 | PMK inhibit pilot replicates=6.0;MK inhibit pilot replicates=2.0;Spn DPM-DC inh pilot screen %=2.0
Cc1cccc(NC(=O)c2oc3c(c2C)C(=O)CC(C)(C)C3)n1 | -13% | 13% | -3% | 1% | 0 | 1% | -10% | i | 5 | PMK inhibit pilot replicates=4.5;MK inhibit pilot replicates=0.5;Spn DPM-DC inh pilot screen %=2.5
COc1ccc(OCCOC(=O)Nc2ccccc2)cc1 | 14% | 10% | -1% | -5% | 10 | 1% | 5% | i | 7
COc1ccc(NC2=NC3(CCCCC3)N=C(N)N2)cc1 | 10% | -8% | -6% | 15% | 11 | 7% | 4% | i | 0
COc1ccc(C(=O)N2CCN(c3ccc(C)cc3)CC2)cc1OC | 0% | 1% | -3% | -3% | 0 | -1% | 8% | i | 1
COc1ccc(-n2c(=S)[nH]c3cc(C(=O)NCCCN4CCCC4=O)ccc3c2=O)cc1 | -13% | 5% | -6% | -4% | 20 | -6% | -19% | i | 9
COC(=O)C1(C(=O)OC)Sc2ccccc2C1=O | -19% | 6% | 13% | 12% | 20 | -1% | -20% | i | 0 | PMK inhibit pilot replicates=0.0;MK inhibit pilot replicates=0.0;Spn DPM-DC inh pilot screen %=13
Cc1ccc(CCNC(=O)CC2Oc3ccc(C)cc3NC2=O)cc1 (stereo not drawn) | 6% | 14% | 19% | 2% | 7 | -2% | 0% | i | 0 | PMK inhibit pilot replicates=0.0;MK inhibit pilot replicates=2.5;Spn DPM-DC inh pilot screen %=0.0
Cc1nn(-c2ccccc2)c2c1/C(=N/O)CC(C)(C)C2 | 8% | 14% | -9% | 5% | 9 | -2% | 5% | i | 6
O=C(Cn1nc(C(F)(F)F)c2c1CCCC2)NCc1ccco1 | -5% | 6% | 5% | -4% | 10 | 0% | -4% | i | 13
CCOC(=O)c1ccc(N=CC2=C(O)CC(C)(C)CC2=O)cc1 | -6% | 6% | -1% | -2% | 5 | -1% | -1% | i | 0
Cc1cccc(N(C(=O)Nc2ccccc2)C2=NCC(C)S2)c1 (stereo not drawn) | -5% | 13% | -12% | -3% | 5 | 1% | -16% | i | 3
COCCCn1c(SCC(=O)Nc2ccc3c(c2)OCCO3)nnc1-c1ccoc1C | -11% | 6% | -8% | -13% | 10 | -3% | 2% | i | 5
COc1ccc(-n2c(Cc3cc(=O)[nH]c(=O)[nH]3)nnc2SCC(=O)N2CCCC2)cc1 | -1% | 21% | 5% | -4% | 13 | 0% | 8% | i | 8
CN1CCCCc2c1[nH]c1ccccc1c2=O | 7% | 12% | . | . | 0 | -3% | 8% | i | 1
O=C(COc1ccccc1)N1CCN=C1c1ccccc1 | 6% | 3% | 9% | 11% | 3 | -2% | -2% | i | 4
CCOC(=O)COc1ccc(S(=O)(=O)NCc2cccnc2)cc1 | -14% | 5% | 13% | -5% | 6 | 0% | -8% | i | 1
COc1cccc(C2C(C#N)=C(N)Oc3cc(C)oc(=O)c32)c1OC (stereo not drawn) | 23% | 6% | 2% | -8% | 0 | 1% | -5% | i | 3
CC1CCCC(NC(=O)CCn2c(=O)oc3ccccc32)C1C (stereo not drawn) | -1% | 3% | 9% | -1% | 18 | -2% | 0% | i | 7

Grouped by structure, the entries above containing bromine (2)
SMILES | KRASV12 cytotoxicity | Alkaline phosphatase | LYP phosphatase | HT1080 viability | PMK inhibit | Bfl-1 displacement | HPDE-C7 viability | Spn DPM-DC inh | MK inhibit | others
O=S(=O)(NCc1ccccc1Br)c1cccs1 | -5% | 16% | . | 8% | 1 | -4% | 0% | i | 7
Brc1ccc(-c2nnc3ccc(N4CCN(c5ccccc5)CC4)nn23)cc1 | -6% | 7% | 20% | 0% | 0 | 8.9µM* | -8% | i | 0

Screens from PubChem BioAssay.
